High-throughput results as filed in PubChem BioAssay.
GRP78 ERSR act: inducers of ER stress response in human glioma cells | U87-MG GRP78 promoter luciferase reporter, 16 h | AID 602332 | Potency, µM, for the others: at the top dose activation, hits mostly activators | actives 0.02% (n = 420,000); further: potency means the concentration at half of the fitted maximal effect; series mostly up to about 76 µM; % of control where 0% means no effect; nearly all actives have a fitted effect of over 35% in size
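Stably transfected U87-MG glioma cells carrying a GRP78-based luciferase sensor; 16 h compound incubation. Luminescence end-point read 10 min after Bright-Glo addition at room temperature.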
D2 agonist: agonists of human D2 dopamine receptor; HEK293 T-REx D2 cells, calcium flux agonist mode; activation, % at 2 µM; actives 0.53% (n = 340,000);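 active means activation over 3 SD above normal in the single-dose calcium agonist read, cut at about 30% in these data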; further: 0% is about no effect
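Agonism scored from kinetic calcium signal (1 read/sec, 180 s) following compound pin transfer, after a 10 s baseline. Cells: HEK293 Trex line expressing inducible D2 receptor coupled to calcium, dye-loaded after overnight culture at 30 C.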
ERG Ets-DNA blk: ERG Ets/DNA interaction inhibition | P11308 | fluorescence polarization, His-ERG Ets domain / labelled DNA | Potency, µM (highest dose often 76.9 µM), for inactives: top-dose FP activity, negative = inhibition, hits mostly inhibitors | actives 0.028% (n = 370,000); active means well fitted inhibition curve with a large enough effect in the polarisation, with a control signal flat; inconclusive means small, poorly fitted or top-dose-only effect, or effect the other way, or a change in a side signal; inactive means no such curve, though single readings can be large or run the other way; the % refers to the polarisation;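 further: polarization taken with two DNA probes labelled with fluorescein and Texas red; potency means the concentration at half of the fitted maximal effect; % of control where 0% means no effect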
Target sequence (P11308 whole entry, looked up, the tested form may be a part): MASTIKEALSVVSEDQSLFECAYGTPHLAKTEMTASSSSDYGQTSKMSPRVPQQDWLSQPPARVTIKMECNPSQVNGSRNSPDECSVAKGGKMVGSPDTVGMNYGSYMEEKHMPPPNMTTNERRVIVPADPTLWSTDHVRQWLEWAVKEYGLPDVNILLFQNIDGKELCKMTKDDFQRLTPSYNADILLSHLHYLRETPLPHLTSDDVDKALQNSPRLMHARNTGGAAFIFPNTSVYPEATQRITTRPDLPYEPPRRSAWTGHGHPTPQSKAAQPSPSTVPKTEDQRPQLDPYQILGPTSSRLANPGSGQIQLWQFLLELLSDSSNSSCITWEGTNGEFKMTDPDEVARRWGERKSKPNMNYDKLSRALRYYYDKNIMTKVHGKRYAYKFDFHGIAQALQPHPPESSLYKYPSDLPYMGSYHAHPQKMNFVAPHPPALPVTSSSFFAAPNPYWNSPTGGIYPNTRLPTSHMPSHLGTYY
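His-tagged ERG Ets domain (1 uM in the protein solution; 300mM KCl, 50mM Tris-HCl, 1mM EDTA, 1mM DTT, pH 7.5) received compound, then a probe mix of 5 nM fluorescein-DNA and 100nM Texas-615-DNA. Fluorescence polarization was read for both dyes.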
D2 antag: D2 dopamine receptor (human) antagonism; actives 2% (n = 340,000); inhibition, % at 10 µM; AID 485344; P14416; HEK293 TREx D2 cells, calcium flux, dopamine EC80; in the data active means inhibition above about 30%; further: 0% is about no effect
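Dopamine at EC80 is the agonist stimulus; test compounds precede it by 180 s. Calcium flux read kinetically in a force-coupled, inducible HEK293 T-REx D2 cell line.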
LDHA inh: LDHA (human) enzyme inhibition | purified LDHA, NADH/diaphorase-resazurin fluorescence; stronger effect = lower value | activity change, % (values are at about 110 or 230 µM) | actives 0.15% (n = 480,000); in the data active means activity change below about -30%; inconclusive means mostly about -25% to -30%;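 further: plate controls were DMSO wells for no effect and wells without enzyme for full effect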
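Resorufin fluorescence (ex540/em590), read at 0 and 20 min after diaphorase/resazurin addition, reports the NADH left after a 5 min room-temperature reaction of 2 nM human LDH5 with 0.06 mM NADH and 0.2 mM pyruvate.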
RGS4 inh: human RGS4 inhibition | Transcreener GDP fluorescence polarization, RGS4-accelerated GTP hydrolysis | Potency, µM (titrated, usually from 114 µM), for the others: at the highest dose activity change, negative = inhibition, usual class: inhibitors | actives 0.039% (n = 390,000) | AID 504845; further: potency means the concentration at half of the fitted maximal effect; on the % scale 0 is the no-effect control and ±100 the full control effect; nearly all actives have a fitted effect of over 75% in size; some results filed as inactive show a strong effect at the top dose
Target sequence (P49798 whole entry, looked up): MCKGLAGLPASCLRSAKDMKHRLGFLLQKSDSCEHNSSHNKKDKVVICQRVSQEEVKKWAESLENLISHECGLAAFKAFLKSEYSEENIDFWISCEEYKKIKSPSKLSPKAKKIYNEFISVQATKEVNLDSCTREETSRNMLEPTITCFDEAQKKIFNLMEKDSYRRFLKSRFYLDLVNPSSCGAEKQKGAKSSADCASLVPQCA
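MLSMR compounds (23 nl, pin-transferred) preincubated 10 min at room temperature with a 500nM (2x) first reagent, then RGS4 at 900nM (2x) plus Transcreener GDP mix added; fluorescence polarization (620/688 nm) read before and after 90 min at 30 °C.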
12-LOX inh: blocks human arachidonate 12S-lipoxygenase; purified 12hLO, xylenol orange hydroperoxide absorbance; Potency, µM (top dose mostly 108 µM), inactives show top-dose activity change, negative = inhibition, hits mostly inhibitors; actives 1.1% (n = 580,000); further: potency means the concentration at half of the fitted maximal effect; on the % scale 0 is the no-effect control and ±100 the full control effect
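Purified human 12hLO at 150 nM in 25 mM Hepes, 0.01% Triton X-100, pH 7.0, preincubated 15 min at room temperature with compound. Reaction started with 40 uM arachidonic acid, 30 min at room temperature. Hydroperoxide measured by Fe-xylenol orange, 573/405 nm absorbance ratio.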
Vif-A3G inh: blocks the Vif interaction with human APOBEC3G | HeLa A3G-eYFP + Vif (tagged APOBEC3G with the HIV-1 protein that degrades it), YFP fluorescence, overnight | Q9HC16 | actives 0.076% (n = 410,000) | Potency, µM (series often up to 46.1 µM), inactives show at the top dose activity, negative = active, hits mostly inhibitors;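 further: potency means the concentration at half of the fitted maximal effect; on the % scale 0 is the no-effect control and ±100 the full control effect; nearly all actives have a fitted effect of over 60% in size; hits raise eYFP signal because A3G escapes Vif-driven loss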
Target sequence (Q9HC16 whole entry, looked up): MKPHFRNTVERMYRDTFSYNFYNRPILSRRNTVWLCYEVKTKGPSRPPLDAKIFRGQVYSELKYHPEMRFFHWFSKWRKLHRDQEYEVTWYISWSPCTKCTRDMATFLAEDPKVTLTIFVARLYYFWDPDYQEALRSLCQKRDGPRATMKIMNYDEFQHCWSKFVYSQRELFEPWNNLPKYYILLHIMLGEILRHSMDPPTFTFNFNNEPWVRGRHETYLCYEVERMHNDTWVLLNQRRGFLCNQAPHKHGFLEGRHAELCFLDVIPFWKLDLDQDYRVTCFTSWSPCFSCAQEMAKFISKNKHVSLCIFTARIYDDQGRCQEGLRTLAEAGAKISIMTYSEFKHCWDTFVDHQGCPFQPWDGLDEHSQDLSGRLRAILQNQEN
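HeLa cells stably expressing Vif and C-terminally eYFP-tagged A3G, seeded overnight at 37 deg C, then exposed to compound by pintool overnight at 37 deg C. Rise in yellow fluorescence (Ex 488/Em 500-530, Acumen) marks blocked Vif-driven A3G degradation.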
Vif-APOBEC3F blk: inhibitors of Vif-A3F interaction; HeLa A3F-eYFP + Vif (tagged APOBEC3F with the HIV-1 protein that degrades it), YFP fluorescence increase; Potency, µM (series often up to 46.1 µM), for the others: at the highest dose activity, negative = active; actives 0.2% (n = 390,000); AID 602313; further: potency means the concentration at half of the fitted maximal effect; % of control where 0% means no effect; nearly all actives have a fitted effect of over 65% in size
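Fluorescence increase (Ex 488/Em 500-530) after overnight compound treatment at 37 deg C flags inhibition of Vif-driven A3F-eYFP loss in stable HeLa A3F-eYFP/Vif cells seeded overnight beforehand.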
* marks the source's active call; other numbers are inactive results; ? = inconclusive; . = no result given; & = joins results of further samples; [ ] = remark or other dose. Unless noted, the call rests on the fitted dose curve; in most records, active means well fitted curve in the direction sought with a large enough effect; inconclusive means small, poorly fitted or top-dose-only effect, or another doubt; inactive means no such curve, though single readings can be large; an effect the other way counts as inactive or inconclusive. Only part of the results is shown; the hit share may differ from the screen's.

SMILES | GRP78 ERSR act | D2 agonist | ERG Ets-DNA blk | D2 antag | LDHA inh | RGS4 inh | 12-LOX inh | Vif-A3G inh | Vif-APOBEC3F blk
COc1ccc(Br)cc1C(=O)Nc1cccc2ccc(C)nc12 | -4% | -0.5 | 2% | . | -4 | 3% | -18% | -2% | 0%
O=C(O)Cc1cc(=O)[nH]n(-c2ccccc2)c1=O | -2% | . | 0% | . | 0 | 21% | -3% | 6% | -1%
COc1cccc(-c2cc(NC(C)=O)c3ncc(-c4cccc(C(C)=O)c4)n3c2)c1 | 12% | . | . | . | 6 | . | -5% | ? | .
C=CCNC(=S)NN(c1ccccc1)c1ccccc1 | 1% | -0.8 | -4% | -3 | -8 | -30% | -2% | 0% | -39%
COc1ccc(-n2cnc3cc(C(=O)NCCC4=CCCCC4)ccc32)cc1 | -6% | 1.4 | -3% | . | 5 | -22% | -10% | -3% | 0%
O=C(Nc1ccccc1)c1cc([N+](=O)[O-])ccc1Cl | ? | -1.6 | -10% | 28 | -9 | 14%[56.9 µM] | 13% | 0% | 5%
Cc1ccc(C=C2C(=O)c3ccccc3C2=O)s1 | 16% | -0.5 | ? | 9 | 0 | -14% | ? | 2% | -16%
CCOC(=O)CSc1nc2c(cnn2-c2ccc(F)cc2)c(=O)[nH]1 | 16% | . | -4% | . | -9 | -4% | 2% | -8% | 1%
CN(CC(=O)OCC(=O)NCc1ccccc1)S(=O)(=O)c1ccc(Cl)cc1 | -6% | -0.6 | -1% | 2 | -12 | -11% | -1% | -2% | 2%
CN1C(=O)CC(C(=O)O)SC1=Nc1cc(Cl)cc(Cl)c1 (stereo not drawn) | -3% | 3.7 | 8% | -3 | -10 | -3% | -10% | -9% | 5%
Cc1noc(C)c1S(=O)(=O)N(C)C[C@H]1Oc2ccc(NS(=O)(=O)c3cn(C)cn3)cc2C(=O)N([C@H](C)CO)C[C@@H]1C | 0% | . | -12% | . | -4 | 29% | 35% | 3% | 7%
NC(=O)Cn1cc(/C=N\NS(=O)(=O)c2ccccc2)c2ccccc21 | -1% | -0.5 | 11% | 3 | -5 | 38% | -14% | -1% | 2%
Cc1ccc(C(=O)N2CCNC(=O)C2CC(=O)Nc2ccccc2)cc1 (stereo not drawn) | -3% | 0.3 | 8% | 7 | -2 | 27% | 27% | -4% | 2%
Cc1cccc(C)c1NC(=O)CN1CCN(C(=O)C2CCC2)CC1 | 5% | 0.5 | 2% | 17 | -8 | -1% | 0% | 2% | 7%
CCOC(=O)N1CCN(S(=O)(=O)c2ccc3c4c(cccc24)C(=O)N3)CC1 | -1% | 0.5 | 1% | -3 | -6 | -20% | 0% | -7% | 1%
Cc1cccc(C(=O)OCC(=O)NC23CC4CC(CC(C4)C2)C3)c1O | 1% | . | -7% | . | -3 | 31% | -4% | -6% | -24%
COc1ccc(CCC(=O)N2CCN(S(=O)(=O)c3ccc(OC(F)(F)F)cc3)CC2)cc1 | -4% | 0.6 | 3%[15.4 µM] | 12 | -2 | -25% | 6% | -2% | 6%
Cc1cccc(Cn2c(O)c(N=NC(=S)Nc3ccccc3F)c3ccccc32)c1 | -5% | 0.2 | 6% | 9 | -1 | -10%[56.9 µM] | -16% | 3% | 1%
CC(=O)c1c(C)[nH]c(C(=O)OCCOc2ccccc2)c1C | -15% | 0.9 | 3% | -19 | -7 | 9% | -15% | -10% | -8%
Nc1nc(-c2ccccc2)nc(-c2ccccc2O)n1 | 4% | . | 6% | . | -5 | -7%[11.4 µM] | -2% | -9% | -9%
O=C(CCN1C(=O)C2CC=C(Cl)CC2C1=O)NCc1ccco1 (stereo not drawn) | -6% | 1.0 | -10% | 11 | 0 | -30% | ? | 1% | 0%
COc1ccc(-c2nc(SCC(=O)NC3CCCC3)c(-c3ccc(C)cc3)[nH]2)cc1OC | -3% | 2.7 | -2% | . | -1 | -2% | -13% | 0% | 0%
CCCN1C(=O)/C(=C/c2nc3ccccc3c(=O)[nH]2)c2ccccc21 | -5% | 0.0 | 3% | 15 | -5 | 0% | ? | -1% | -12%
CCOC(=O)CSc1nc2ccccc2c(=O)n1CCc1ccc(OC)c(OC)c1 | -4% | 0.3 | 6% | . | -5 | -8% | ? | 1% | -4%
O=C(NCc1ccccc1)c1ccc(Oc2ccc(C(=O)NCc3ccccc3)cc2)cc1 | -3% | 1.4 | 6% | -4 | -6 | -19% | 0% | 2% | -5%
CCOc1ccccc1NC(=O)CN(c1cc(C)cc(C)c1)S(=O)(=O)c1c(C)noc1C | -7% | 1.2 | 4% | -2 | -11 | 16% | 13% | 0% | -11%
CC(C)(C)N(Cc1ccccc1)C(=O)CN1C(=O)c2ccccc2S1(=O)=O | -2% | . | -1% | . | -1 | -15% | ? | -3% | 6%
N#Cc1cccc(CS(=O)(=O)c2ccc(Cl)cc2)c1 | -2% | -1.3 | 0% | 11 | -4 | -1% | -1% | -1% | -2%
Cc1cc2c(cc1S(=O)(=O)NCc1ccccc1Cl)OCCN2C | -2%&-2% | -0.2&0.7 | -1%&2% | 14 | -1&9 | 1%&13% | ? | -5%&0% | 1%&2%
Cc1cc(NC(=O)CSc2nc3c(C)c(C)ccc3cc2C)no1 | -4% | -1.7 | -1% | 3 | -4 | 27% | ? | 3% | 9%
CCCC(=O)Nc1nnc(SCC(=O)N2C(C)CCCC2C)s1 (stereo not drawn) | -3% | 1.1 | 0% | -1 | -4 | 10% | 12% | 3% | -6%
Cc1ccc(-c2cn3c(n2)sc2cc(C(=O)NCCCN4CCCCC4)ccc23)cc1 | -3% | 0.6 | 2% | . | -5 | -1% | -18% | -25% | ?
CC[C@H](C)[C@@H](C(=O)N1CCNCC1)n1cc([C@@H](N)CO)nn1 | -2% | 0.2 | -13% | 8 | -4 | 2% | -14% | 4% | 4%
COc1ccc(Cl)cc1S(=O)(=O)N1CCN(C(=O)c2ccco2)CC1 | -4% | -0.4 | -4% | 10 | -3 | -4% | 0% | 0% | 0%
CC(C)(C)c1ccc(OCCC(=O)OCC(=O)N2c3ccccc3NC(=O)C2(C)C)cc1 | -5% | 1.1 | -3% | -13 | 0 | -22% | . | -3% | 2%
Cc1ccccc1C(=O)N1CCC2CC1c1cc(Cl)ccc12 (stereo not drawn) | 2% | . | 6% | . | 2 | 5% | -11% | 0% | -4%
Cc1nnn(C23CC4CC(CC(CC(=O)Nc5ccc(C)c(C)c5)(C4)C2)C3)n1 | -3% | -0.9 | -2% | -3 | -8 | -6% | -24% | 1% | 2%
Cc1cc(C)cc(NC(=O)c2nnn(Cc3cc(C)ccc3C)c2N)c1 | ? | 7.8 | 25% | -27 | 1 | -9% | . | -18% | -8%
O=C(Cc1ccccc1)NCCCN1CCN(CCCNC(=O)Cc2ccccc2)CC1 | -5% | 0.1 | 0% | 18 | -6 | 5% | -4% | 0% | 2%
Fc1ccc2c(c1)/C(=N/Nc1ccccn1)CCS2 | -2% | 1.7 | 10% | -13 | -6 | -19% | -16% | 3% | -2%

An excerpt from above, reduced to Vif-APOBEC3F blk, LDHA inh and Vif-A3G inh.
compound | Vif-APOBEC3F blk | LDHA inh | Vif-A3G inh
O=C(Cc1ccccc1)NCCCN1CCN(CCCNC(=O)Cc2ccccc2)CC1 | 2% | -6 | 0%
Cc1ccc(-c2cn3c(n2)sc2cc(C(=O)NCCCN4CCCCC4)ccc23)cc1 | ? | -5 | -25%
Cc1cc(C)cc(NC(=O)c2nnn(Cc3cc(C)ccc3C)c2N)c1 | -8% | 1 | -18%

The main list resumes, starting 4 compounds before the break.
SMILES | GRP78 ERSR act | D2 agonist | ERG Ets-DNA blk | D2 antag | LDHA inh | RGS4 inh | 12-LOX inh | Vif-A3G inh | Vif-APOBEC3F blk
Cc1nnn(C23CC4CC(CC(CC(=O)Nc5ccc(C)c(C)c5)(C4)C2)C3)n1 | -3% | -0.9 | -2% | -3 | -8 | -6% | -24% | 1% | 2%
Cc1cc(C)cc(NC(=O)c2nnn(Cc3cc(C)ccc3C)c2N)c1 | ? | 7.8 | 25% | -27 | 1 | -9% | . | -18% | -8%
O=C(Cc1ccccc1)NCCCN1CCN(CCCNC(=O)Cc2ccccc2)CC1 | -5% | 0.1 | 0% | 18 | -6 | 5% | -4% | 0% | 2%
Fc1ccc2c(c1)/C(=N/Nc1ccccn1)CCS2 | -2% | 1.7 | 10% | -13 | -6 | -19% | -16% | 3% | -2%
NC(=S)Nc1cccc2cccnc12 | -7% | 1.1 | 1% | -9 | -1 | -25% | ? | -2% | -5%
Cc1cccc(C)c1NC(=O)CNC(=O)c1ccc(N2CCCC2)c([N+](=O)[O-])c1 | -7% | 0.9 | 8% | -2 | 1 | -4% | -14% | -5% | -15%
COc1cccc(NC(=O)CSc2nnc(C)s2)c1 | -4% | 0.5 | -5% | -5 | -7 | 8% | -11% | -1% | -11%
CCOC(=O)N1CCc2c(sc3c2c(=O)n(CCc2ccccc2)c(=O)n3Cc2ccc(F)cc2)C1 | -2% | 1.6 | 1% | . | -8 | 0% | -20% | 2% | -5%
Cc1ccccc1C(=O)Nc1nnc(SCC(=O)NC2CC2)s1 | -11% | -1.5 | -12% | 13 | 0 | 19% | 113%[activator] | -4% | -11%
CN(C(=O)c1cccc(Nc2ccc(-c3ccc4c(c3)OCCO4)nn2)c1)C1CCCCC1 | -11% | -0.1 | -4% | 12 | -6 | 20% | 5% | -12% | 3%
